Screening data: PubChem BioAssay, National Center for Advancing Translational Sciences (NCATS)
PNC inhibitor: inhibitors of perinucleolar compartment assembly; activity change (PNC), negative = inhibition, % at 10 µM; AID 2417; 140,000 tested, 3.1% active; PC3M PTB-GFP, PNC prevalence imaging, 16 h; active compounds read low;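 active = readout at or below -70, meaning at least 70% loss of cells showing the perinucleolar compartment, a nuclear body marking cancer cells; inconclusive = readout between -30 and a set limit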;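 also: plate controls were DMSO wells for no effect and camptothecin positive control wells for full effect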
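PC3M cells stably expressing PTB-GFP, 750–1000 cells/well, treated 16 h at 37 °C with compound (23 nl of library stock), in duplicate. After paraformaldehyde fixation and Hoechst stain, imaged at 20x; PNC prevalence scored by image analysis.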
ALOX12 inhib: 12-hLO (ALOX12) enzyme inhibition. P18054. purified 12-hLO, xylenol orange hydroperoxide absorbance. Potency, µM (top dose mostly 57.1 µM), for inactives: at the highest dose activity change, negative = inhibition, actives largely listed as inhibitors. 150,000 tested, 0.12% active; also: potency is read from the fitted curve at half-maximal effect; nearly all actives have a fitted effect of over 55% in size; many of its hits are not listed in these tables
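Lipoxygenase turnover measured by absorbance at 573 and 405 nm after Fe-XO development. Human 12hLO 150 nM, arachidonate 40 uM, pH 7.0 Hepes buffer with detergent; 15 min compound preincubation, 30 min reaction.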
IMPase cell inh: membrane-permeable compound that blocks inositol monophosphatase; CHO-M1 cells, IP1 accumulation, HTRF TR-FRET ratio; inhibition (IP1 accumulation), % at 46.1 µM; 120,000 tested, under 10 active; active = well fitted curve in the direction sought with a large enough effect in the signal ratio, not every such curve was filed as active; inconclusive = small, poorly fitted or top-dose-only effect, or a change in a side signal; inactive = no such curve, though single readings can be large or run the other way; the % refers to the signal ratio;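 also: cells stimulated with carbachol in lithium chloride buffer; plate controls were DMSO basal wells for no effect and reference inhibitor wells for full effect; higher means more IMPase inhibition seen as more IP1 and lower FRET ratio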
Target sequence (P97697 whole entry, looked up): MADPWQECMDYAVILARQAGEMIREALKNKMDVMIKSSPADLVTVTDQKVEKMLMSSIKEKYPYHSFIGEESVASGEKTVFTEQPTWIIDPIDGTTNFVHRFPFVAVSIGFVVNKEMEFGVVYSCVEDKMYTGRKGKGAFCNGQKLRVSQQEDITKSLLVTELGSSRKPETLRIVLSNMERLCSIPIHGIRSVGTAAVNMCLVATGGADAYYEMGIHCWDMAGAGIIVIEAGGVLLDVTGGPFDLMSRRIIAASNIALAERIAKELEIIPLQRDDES
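Measured: the HTRF emission ratio (665/620 nm) plus the 620 nm donor channel, each fitted to the Hill equation to give AC50. Cells were CHO-M1 given compounds up to 46 uM and a 30 min carbachol stimulation at 37C.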
ALOX15B inhib: inhibitors of human 15-lipoxygenase 2 (ALOX15B). AID 881. Potency, µM (doses to about 57.1 µM), for the others: at the top dose activity change, negative = inhibition, most hits filed as inhibitors. 110,000 tested, 0.56% active. purified 15hLO-2, xylenol orange hydroperoxide absorbance; also: potency is read from the fitted curve at half-maximal effect; nearly all actives have a fitted effect of over 60% in size; many of its hits are not listed in these tables
Target sequence (O15296 whole entry, looked up): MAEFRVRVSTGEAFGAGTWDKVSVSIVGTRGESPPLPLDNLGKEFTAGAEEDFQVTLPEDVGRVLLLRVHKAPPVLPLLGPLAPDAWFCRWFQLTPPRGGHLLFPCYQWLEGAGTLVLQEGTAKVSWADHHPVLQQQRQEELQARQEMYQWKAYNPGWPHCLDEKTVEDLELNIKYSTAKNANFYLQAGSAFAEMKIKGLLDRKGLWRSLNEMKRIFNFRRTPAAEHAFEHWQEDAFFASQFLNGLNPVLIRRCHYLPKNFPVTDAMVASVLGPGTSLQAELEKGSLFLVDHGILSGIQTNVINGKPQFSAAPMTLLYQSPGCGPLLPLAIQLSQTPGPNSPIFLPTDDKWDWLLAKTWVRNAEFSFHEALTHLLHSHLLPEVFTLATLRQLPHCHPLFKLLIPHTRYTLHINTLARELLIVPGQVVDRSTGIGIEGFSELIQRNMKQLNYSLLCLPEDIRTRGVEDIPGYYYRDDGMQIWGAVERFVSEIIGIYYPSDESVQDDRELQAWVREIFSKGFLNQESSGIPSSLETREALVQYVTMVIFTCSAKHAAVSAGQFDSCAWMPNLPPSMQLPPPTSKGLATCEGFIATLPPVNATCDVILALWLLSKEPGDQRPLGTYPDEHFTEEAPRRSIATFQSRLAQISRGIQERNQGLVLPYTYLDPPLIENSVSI
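Screening format was qHTS against 50 nM purified 15hLO-2 in Hepes pH 7.5 with detergent. Activity follows hydroperoxide formation from 45 uM arachidonic acid, measured as 573:405 nm absorbance ratio of the ferric-xylenol orange complex.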
Active calls of the source: *; u = inconclusive; x = no result given; & = joins results of further samples; [ ] = dose if it differs, or a comment. Unless noted, calls follow the shape of the dose curve; as a rule, active = well fitted curve in the direction sought with a large enough effect; inconclusive = small, poorly fitted or top-dose-only effect, or another doubt; inactive = no such curve, though single readings can be large; an effect the other way counts as inactive or inconclusive. Unless noted, % is scaled to controls: 0 for no effect and ±100 for the full control effect. Only part of the results is shown, so the mix of outcomes need not match the whole.

nr	molecule	ALOX15B inhib	ALOX12 inhib	PNC inhibitor	IMPase cell inh
1	Cc1cc(C)n2nc(-c3sccc3-n3c(C)ccc3C)cc2n1	5%	-16%	9	4
2	O=C(c1ccccc1)c1nnc(-c2ccncc2)o1	-6%	3%	4	9
3	COc1ccc(/C=C/C2=NC(=C\N(C)C)/C(=O)O2)cc1	-21%	-22%	1	1
4	O=C(Nc1cccc(C(F)(F)F)c1)c1ccc2nc(N3C(=O)CCC3=O)sc2c1	-18%	-7%	112	7
5	O=C(NC1CCCCC1)C1CCN(c2nccs2)CC1	-1%	-4%	7	14
6	O=C(NNC(=O)C1C2CCC(C2)C1C(=O)O)c1ccc(Br)o1 (stereo not given)	x	1%	13	x
7	CCOC(=O)c1sc2nc(CC(=O)OC)nc(N3CCN(c4ccccn4)CC3)c2c1C	9%	-9%	u	0
8	COc1ccc(CCNC(=O)CSc2nc(N)c3c(C)c(C)oc3n2)cc1OC	6%	-8%	u	5
9	Cc1nn(CC(=O)Nc2ccccn2)c(C)c1[N+](=O)[O-]	-2%	-1%	-24	-4
10	CC(C)(C)N/N=C/c1cc(Cl)cc([N+](=O)[O-])c1O	x	-19%	-9	x
11	Cn1c(CN2CCOCC2)nnc1SCc1ccccc1	-14%	-4%	58	3
12	Cc1ccc(CCNC(=O)C23CN(Cc4ccccc4)CC2C(c2cccc([N+](=O)[O-])c2)=NO3)cc1 (stereo not given)	6%	3%	u	11
13	Cc1ccc(C(=O)Nc2ccc(S(=O)(=O)N3CCc4ccccc4C3)cc2)o1	-2%	-1%	-19	15
14	COc1ccccc1N1CCN(C(=O)/C=C/c2ccccc2)CC1	x	5%	-100*	-6
15	CCN(CC)c1nc2n(c(=O)n1)CCN2CC	-6%	3%	24	0
16	O=C(/C=C/c1ccccc1Cl)c1ccc[nH]1	x	-1%	47	x
17	CCc1cccc(CC)c1NC(=S)NCc1ccc2[nH]c(C)cc2c1	x	u	-28	x
18	O=C(OCC(=O)N1CCN(C(=O)c2ccco2)CC1)c1cn(-c2ccccc2)nc1-c1ccccc1	1%	1%	u	-1
19	N=c1c(C(=O)NCc2ccc3c(c2)OCO3)cc2c(=O)n3ccccc3nc2n1Cc1cccnc1	-5%	-13%	41	-5
20	O=C(CSCc1nc2ccccc2[nH]1)Nc1ccc2ccccc2c1	51%[activator]	-6%	0	-8
21	CCOc1ccc2nc(NC(=O)c3ccoc3C)sc2c1	17%	-25%	2	4
22	CCOC(=O)C1CCN(S(=O)(=O)c2ccc(OC)c(OC)c2)CC1	-2%	-3%	u	-2
23	N#CCSc1nc2[nH]ncc2c(=O)n1-c1ccccc1Br	-6%	u	21	2
24	COc1ccc(C2C(=O)N(C3CCCCC3)CC(=O)N2C2CCCC2)cc1 (stereo not given)	0%	3%	57	7
25	CCCCC(=O)N/N=C(\C)c1cccc(NC(=O)C2CC2)c1	x	3%	-22	x
26	COc1ccc(C(=O)NCCSc2ccccc2)cc1	x	-1%	0	x
27	O=C(c1n[nH]c(=O)c2ccccc12)N1CCN(C2c3ccccc3-c3ccccc32)CC1	4%	-1%	54	5
28	CCN(Cc1ccncc1)C(=O)[C@@H](CO)c1ccccc1	13%	-4%	x	10
29	COc1ccc2nc3oc(C(=O)N4CCCCC4)cc3cc2c1	x	4%	-100*	-1
30	Cc1ncoc1C(=O)Nc1ccc(Oc2ccccc2)cc1	0%	-5%	35	0
31	O=S(=O)(c1ccc(F)c(Cl)c1)N1CCCC1	0%	4%	-25	4
32	Cc1ccc2nsnc2c1NC(=O)c1ccc2c(c1)OCCO2	-9%	-4%	u	1
33	Cn1nnnc1SCC(=O)Nc1ccccn1	-4%	5%	9	7
34	Cc1cc2oc(=O)cc(-c3ccccc3)c2c(C)c1-c1ccc(N(C)C)cc1	-9%[0.0915 µM]	1%[0.00818 µM]	x	x
35	O=S(=O)(N1CCCCC1)N1CCN(S(=O)(=O)N2CCCCC2)CC1	1%	1%	33	9
36	Cc1ccc(CC(CC(=O)O)C(=O)NC2CCCCC2)cc1 (stereo not given)	5%	0%	39	2
37	COc1ccc2[nH]c3c(c2c1)CCn1c-3nc2sc(C(=O)Nc3ccccc3)c(C)c2c1=O	x	-1%	-3	x
38	CCOC(=O)c1cc2c(nc1NC(=S)NCc1ccccc1)CCCC2	x	1%	17	-7
39	O=C(NCc1ccco1)C1CC(=O)N(c2ccc(F)cc2)C1 (stereo not given)	1%	1%	u	-2
40	COc1cccc(/C=C2\SC(=S)N(N3CCOCC3)C2=O)c1OC	x	-1%	-8	-1
41	COc1ccc(OC)c(CN2CCC(C(=O)N3CCOCC3)CC2)c1	x	1%	16	x
42	Cc1sc2ncn3ncnc3c2c1C	11%[2.29 µM]	2%	-25	0
43	CCN1C(=O)/C(=C2/C=CC=CN2C)OC1=S	-1%	-1%	u	u
44	Cc1cc(N)c2cc(OCCOc3ccc4nc(C)cc(N)c4c3)ccc2n1	-2%[11.4 µM]	4%[11.4 µM]	x	x
45	Cc1cs/c(=N/C(=S)Nc2ccccc2)n1C	x	u	u	1

By substructure: the entries above containing an aryl thioether with sulfur outside any ring.
nr	molecule	ALOX15B inhib	ALOX12 inhib	PNC inhibitor	IMPase cell inh
8	COc1ccc(CCNC(=O)CSc2nc(N)c3c(C)c(C)oc3n2)cc1OC	6%	-8%	u	5
11	Cn1c(CN2CCOCC2)nnc1SCc1ccccc1	-14%	-4%	58	3
23	N#CCSc1nc2[nH]ncc2c(=O)n1-c1ccccc1Br	-6%	u	21	2
26	COc1ccc(C(=O)NCCSc2ccccc2)cc1	x	-1%	0	x
33	Cn1nnnc1SCC(=O)Nc1ccccn1	-4%	5%	9	7

Pulled by structure from the entries so far (4):
nr	molecule	ALOX15B inhib	ALOX12 inhib	PNC inhibitor	IMPase cell inh
42	Cc1sc2ncn3ncnc3c2c1C	11%[2.29 µM]	2%	-25	0
35	O=S(=O)(N1CCCCC1)N1CCN(S(=O)(=O)N2CCCCC2)CC1	1%	1%	33	9
37	COc1ccc2[nH]c3c(c2c1)CCn1c-3nc2sc(C(=O)Nc3ccccc3)c(C)c2c1=O	x	-1%	-3	x
32	Cc1ccc2nsnc2c1NC(=O)c1ccc2c(c1)OCCO2	-9%	-4%	u	1

Remaining list, next part
nr	molecule	ALOX15B inhib	ALOX12 inhib	PNC inhibitor	IMPase cell inh
46	Cc1ccc(S(=O)(=O)N2CCN(S(=O)(=O)N3CCOCC3)CC2)cc1	x	3%	35	12
47	CC(C)(C)C(=O)Nc1ccc(C(=O)N/N=C/c2ccccc2OC(=O)c2ccccc2)cc1	21%	8%	116	-1
48	Cc1ccnc(NC(=O)C2CCN(S(=O)(=O)c3cccc4nsnc34)CC2)c1	-2%	-2%	u	-3
49	O=C(O)CCC(=O)N(Cc1ccco1)c1nc(-c2ccccc2)cs1	-15%	-9%	10	7
50	O=NN(Cc1ccc(Cl)cc1)[C@@H](C(=O)O)c1ccccc1	-8%[11.4 µM]	1%[11.4 µM]	x	x
51	CCCCCCCCOc1ccc(C2OC34CCCCC3C(C#N)(C#N)C2(C#N)C(=N)O4)cc1 (stereo not given)	3%	-26%	17	-3
52	Brc1ccc(-c2csc(N/N=C/c3ccc4c(c3)OCO4)n2)cc1	x	-1%	19	10
53	O=C(O)C1CCCCC1C(=O)Nc1ccccc1F (stereo not given)	-1%	1%	3	-2
54	COc1cccc(/C=N/NC(N)=S)c1OS(=O)(=O)c1ccccc1	x	-4%	-18	4
55	CC(=O)CSc1nnc(-c2ccncc2)n1C	5%	-1%	43	5
56	CCN(c1ccccc1)S(=O)(=O)c1cc(C(=O)Oc2ccc3c(C)cc(=O)oc3c2)ccc1C	x	-2%	91	x
57	Cc1ccc(S(=O)(=O)Nc2cccc(/C=C/C(=O)O)c2)cc1	-1%	-3%	-20	0
58	CS(=O)(=O)N1CCc2cc(-c3csc(NC(=O)C(c4ccccc4)c4ccccc4)n3)ccc21	-2%	-2%	48	2
59	CCOc1cc(C)c(Cl)cc1S(=O)(=O)n1cnc2ccccc21	8%	-3%	-107*	8
60	COc1ccc(NC(=O)C2CC(=O)NC(Nc3cccc(C)c3)=N2)cc1 (stereo not given)	0%	1%	-2	-4

Copied from the list:
For PNC inhibitor, #58 has 48
For ALOX15B inhib, #51 has 3%
For IMPase cell inh, #53 has -2
For IMPase cell inh, #47 has -1
For ALOX12 inhib, #50 has 1%[11.4 µM]

Later entries
nr	molecule	ALOX15B inhib	ALOX12 inhib	PNC inhibitor	IMPase cell inh
61	COc1ccc(S(=O)(=O)N(C)CC(=O)N2CCOCC2)cc1	-3%	0%	-4	16
62	CN(C)c1ccc(C2(O)C(=O)c3ccccc3C2=O)cc1	x	1%	-22	x
63	FC(F)(F)C1=CC(c2ccc(Br)cc2)=NCCN1	9%	-7%	-1	0
64	Nc1nnc(SC2CCCC2)s1	x	2%	13	x
65	N[C@](CC1c2ccccc2Oc2ccccc21)(C(=O)O)[C@@H]1C[C@@H]1C(=O)O	13%	-7%	x	-2
66	Nc1nc(CN2CCCCC2)cs1	4%	5%	u	0
67	O=C(CN1CCOCC1)Nc1ccc(Oc2ccc(NC(=O)CN3CCOCC3)cc2)cc1	-10%	-3%	5	-5
68	COc1ccc(C(=O)n2nc(-c3ccccc3)nc2SC)cc1	-5%	-19%	8	-19
69	Cc1ccc2nc(C)c(C(=O)N/N=C/c3cccs3)n2c1	x	1%	-12	x
70	Cc1cc(CNC(=O)[C@H](C)[C@@H]2C[C@@]2(C)[C@@H](NC(=O)OCc2ccccc2)c2ccccc2)nn1C	12%	-2%&0%	41	x
71	CC(=O)N1CCC2(CCCN(C(=O)Nc3cccc(C#N)c3)C2)CC1	7%	1%	x	x
72	COc1ccc(C(=O)N2CCN(c3ccc([N+](=O)[O-])c(-n4nc(C)cc4C)c3)CC2)cc1	x	-5%	-9	6
73	Cc1ccc(S(=O)(=O)Nc2ccc(C(=O)Nc3ccncc3)cc2)cc1	x	-2%	24	x
74	CC(=O)c1cc(C#N)c(SCc2ccncc2)nc1C	-8%	-4%	9	11
75	Cc1ccn2cc(CSc3ccccc3N)nc2c1	x	4%	55	5
76	COc1ccc(NCc2cc3cc(OC)ccc3[nH]c2=O)cc1	7%	-25%	-22	3
77	CCOC(=O)c1c(=O)n(O)c2ccc(OC)cc2[n+]1[O-]	-15%	0%	36	6
78	CC(=O)NC12CC3CC(C)(C1)CC(NC(C)=O)(C3)C2	3%	9%	u	-1
